esBAF inh – SWI/SNF esBAF complex inhibition | mouse ES cells, Bmi1-luciferase knock-in reporter, 24 h; 100% = twice the neutral-well signal | reporter increase, % at 12.5 µM | actives 2% (n = 350,000) | AID 602393; in the data active means activation above about 40%;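 further: 0% = median of the plate's neutral control wells and 100% = double that signal; a rise in the Bmi1 reporter signal indicates esBAF inhibition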
SIRT5 inh – inhibitors of human sirtuin-5 desuccinylase | inhibition, % at 15 µM | Purified SirT5, succinyl-peptide AMC, trypsin-coupled fluorescence | actives 1.1% (n = 330,000) | Q9NXA8 | AID 652115; in the data active means inhibition above about 15%
Target sequence (Q9NXA8 whole entry, looked up): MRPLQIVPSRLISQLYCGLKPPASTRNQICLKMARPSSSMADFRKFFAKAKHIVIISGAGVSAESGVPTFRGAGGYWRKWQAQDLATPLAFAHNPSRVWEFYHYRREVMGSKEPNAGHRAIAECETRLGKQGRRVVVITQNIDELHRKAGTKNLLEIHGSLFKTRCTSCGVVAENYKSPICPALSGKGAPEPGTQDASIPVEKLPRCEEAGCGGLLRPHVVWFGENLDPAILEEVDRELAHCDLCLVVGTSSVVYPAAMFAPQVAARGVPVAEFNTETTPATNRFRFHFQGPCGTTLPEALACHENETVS
ERp5 inh – ERp5 (human) disulfide isomerase inhibition | ERp5 insulin aggregation, absorbance 650 nm, 90 min | Q15084 | actives 0.05% (n = 350,000) | inhibition, % at 9.99 µM;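 active means mean replicate inhibition above about 25%, with every replicate also reaching it, limit read from the data, passing the limit was not always enough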
Target sequence (Q15084 whole entry, looked up): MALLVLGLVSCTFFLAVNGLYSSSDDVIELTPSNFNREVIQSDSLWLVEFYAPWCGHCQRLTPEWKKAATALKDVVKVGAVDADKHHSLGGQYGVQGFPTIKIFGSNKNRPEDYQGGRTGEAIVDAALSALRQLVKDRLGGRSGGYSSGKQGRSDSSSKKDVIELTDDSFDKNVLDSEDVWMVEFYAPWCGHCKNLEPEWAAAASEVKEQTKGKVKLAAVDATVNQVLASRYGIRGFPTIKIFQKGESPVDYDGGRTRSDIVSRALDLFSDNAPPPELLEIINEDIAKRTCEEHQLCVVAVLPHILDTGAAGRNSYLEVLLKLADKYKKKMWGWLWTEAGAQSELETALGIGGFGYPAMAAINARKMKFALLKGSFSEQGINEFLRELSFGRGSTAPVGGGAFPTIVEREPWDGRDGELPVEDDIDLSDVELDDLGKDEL
Statin myotox sup – protects C2C12 myotubes from simvastatin toxicity. ATP luminescence, 48 h; scaled: DMSO 0, geranylgeraniol control 100. rescue of ATP level, % at 7.49 µM. actives 0.78% (n = 330,000). AID 602340;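 active means mean ATP rescue above about 67%, or every replicate alone reaching that limit, limit read from the data, passing the limit was not always enough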;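 further: myotubes were challenged with 10 µM simvastatin during compound exposure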
ARNT TACC3 PPI – disrupts binding between human ARNT and TACC3; inhibition, % at 9.99 µM; AlphaScreen His-ARNT PAS-B/GST-TACC3 binding, luminescence; TACC3 fragment carries E629A point mutation; Q9Y6A5; actives 0.66% (n = 390,000);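 active means mean inhibition of replicates at least 50% and at least half of replicates each reaching 50%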;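 further: 0% = complete ARNT plus TACC3 wells and 100% = ARNT alone without TACC3; many hits fall short of the cut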
miR122 inh – blocks miR-122 activity in Huh7 sensor cells; Huh7 miR-122 Renilla luciferase sensor, 48 h; neutral wells = 0, positive control = 100; AID 602342; activation (reporter increase), % at 12.5 µM; actives 0.3% (n = 340,000);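 active means mean replicate activation score at least 90 and every replicate individually at or above 90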;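 further: higher luciferase means less miR-122 activity so hits act as miR-122 inhibitors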
Cneo AK release – Cryptococcus neoformans lysis via adenylate kinase release; C. neoformans lysis, adenylate kinase release luminescence, 4 h; normalised: neutral wells 0, clomiphene wells 100; lysis activity, % at 15 µM; actives 0.2% (n = 360,000); AID 651654;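 active means mean lysis activity across replicates of at least 80%, whatever share of replicates individually reach that level; inactive means mean lysis activity below 80%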
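Assay system: log-phase C. neoformans yeast / Quantity: yeast cell density of 5 × 10^6 cells/mL / Medium: fresh YPD growth medium / Compound: single dose / Timing: static 4 h at 37 °C with compound, 1 h detection / Measured by: adenylate kinase release luminescence / Read-out: lysis from increased AK signal / Benchmarks: Clomiphene as positive lysis control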
Numbers without * were called inactive; · = not tested or not shown; [ ] = dose if it differs, or a comment.

A first look (10 entries):
SMILES | esBAF inh | SIRT5 inh | ERp5 inh | Statin myotox sup | ARNT TACC3 PPI | miR122 inh | Cneo AK release
Cc1ccc(CNc2ncc(-c3ccccc3)n2C)o1 | · | -3.9 | 1.2 | · | -14.4 | · | ·
NS(=O)(=O)c1ccc(NC(=O)/C=C/c2ccccc2Cl)cc1 | 6.7 | -2.3 | 2.3 | -0.5 | -4.5 | -1.5 | 1.4
Cc1ccc(C(=O)Nc2ccc(C(=O)/C=C/c3cccs3)cc2)cc1 | 69.3* | · | · | -3.4 | 20.4 | 6.1 | 0.7
CSc1ccc(CNC(=O)C2Cc3cc(S(=O)(=O)N4CCCCC4)ccc3N2C(C)=O)cc1 (configuration not stated) | 10.7 | -1.0 | 2.2 | 12.5 | -1.5 | · | -1.8
Cc1cc(O)c(C(C)C)cc1NC(=S)Nc1cc(C(C)C)c(O)cc1C | · | -5.5 | 0.4 | · | 14.6 | · | ·
O=c1oc2ccccc2cc1-c1csc(NN=C2CCCC2)n1 | · | · | · | · | -5.1 | 6.5 | -1.6
C[C@@H]1CCCCO[C@@H](CN(C)Cc2ccncc2)[C@H](C)CN([C@@H](C)CO)C(=O)c2cc(NC(=O)NC3CCCCC3)ccc2O1 | -1.3 | -1.8 | -1.8 | 35.2 | -4.0 | 0.1[16.7 µM] | 2.7
COc1ccccc1NC(=O)c1nn(-c2ccc(OC(F)(F)F)cc2)ccc1=O | · | · | · | · | -3.2 | -3.1 | -1.6
O=C(N/N=C/c1ccc(O)cc1)c1cc[n+](Cc2ccccc2)cc1 | · | · | · | · | -0.7 | 1.8 | -1.0
CN1CCN(S(=O)(=O)c2ccc(Sc3nnc(-c4cccs4)n3-c3ccccc3)nc2)CC1 | -3.4 | · | · | -3.6 | 7.7 | -6.3 | -0.9

The list itself, from the first entry:
SMILES | esBAF inh | SIRT5 inh | ERp5 inh | Statin myotox sup | ARNT TACC3 PPI | miR122 inh | Cneo AK release
Cc1ccc(CNc2ncc(-c3ccccc3)n2C)o1 | · | -3.9 | 1.2 | · | -14.4 | · | ·
NS(=O)(=O)c1ccc(NC(=O)/C=C/c2ccccc2Cl)cc1 | 6.7 | -2.3 | 2.3 | -0.5 | -4.5 | -1.5 | 1.4
Cc1ccc(C(=O)Nc2ccc(C(=O)/C=C/c3cccs3)cc2)cc1 | 69.3* | · | · | -3.4 | 20.4 | 6.1 | 0.7
CSc1ccc(CNC(=O)C2Cc3cc(S(=O)(=O)N4CCCCC4)ccc3N2C(C)=O)cc1 (configuration not stated) | 10.7 | -1.0 | 2.2 | 12.5 | -1.5 | · | -1.8
Cc1cc(O)c(C(C)C)cc1NC(=S)Nc1cc(C(C)C)c(O)cc1C | · | -5.5 | 0.4 | · | 14.6 | · | ·
O=c1oc2ccccc2cc1-c1csc(NN=C2CCCC2)n1 | · | · | · | · | -5.1 | 6.5 | -1.6
C[C@@H]1CCCCO[C@@H](CN(C)Cc2ccncc2)[C@H](C)CN([C@@H](C)CO)C(=O)c2cc(NC(=O)NC3CCCCC3)ccc2O1 | -1.3 | -1.8 | -1.8 | 35.2 | -4.0 | 0.1[16.7 µM] | 2.7
COc1ccccc1NC(=O)c1nn(-c2ccc(OC(F)(F)F)cc2)ccc1=O | · | · | · | · | -3.2 | -3.1 | -1.6
O=C(N/N=C/c1ccc(O)cc1)c1cc[n+](Cc2ccccc2)cc1 | · | · | · | · | -0.7 | 1.8 | -1.0
CN1CCN(S(=O)(=O)c2ccc(Sc3nnc(-c4cccs4)n3-c3ccccc3)nc2)CC1 | -3.4 | · | · | -3.6 | 7.7 | -6.3 | -0.9
Cc1ccc(C(=O)C(C)OC(=O)C2CCN(c3ccc(C(F)(F)F)cn3)CC2)cc1 (configuration not stated) | · | -3.1 | -2.3 | · | -6.9 | · | ·
O=C1c2ccccc2C(Nc2ccc(S(=O)(=O)N3CCOCC3)cc2)N1c1cccnc1 (configuration not stated) | -5.4 | 8.1 | 5.6 | 3.6 | 0.8 | -6.1 | -0.3
CO[C@H]1CN(C)C(=O)c2cc(NS(=O)(=O)c3ccc(-c4ccccc4)cc3)ccc2OC[C@@H](C)NC[C@@H]1C | 2.5 | 2.4 | 2.3 | -32.2 | 18.5 | 1.1[16.7 µM] | -3.1
O=S(=O)(c1cccs1)N1CCCCN2[C@H](CO)[C@H](c3ccc(C4=CCCCC4)cc3)[C@@H]2C1 | · | 18.3* | -1.6 | · | -5.9 | -23.2[16.7 µM] | 0.8
Cc1cc(Sc2nc(N(C)C)nc(N(C)C)n2)nc(Cl)n1 | 3.0 | -20.6 | -5.2 | 3.2 | -0.5 | -8.8 | -3.3
CC(=O)/C(N=Nc1ccc2c(c1)OCCO2)=C(\C)O | · | -0.4 | 0.2 | · | 5.7 | · | ·
CCN1CCN(c2nc3ccccc3n3cnnc23)CC1 | 2.8 | -2.0 | 4.6 | -2.8 | -1.0 | -7.8 | ·
CSc1cccc(NC(=O)CN(Cc2ccc(Cl)cc2)S(C)(=O)=O)c1 | -3.9 | · | · | 0.2 | -1.7 | 10.4 | -1.9
O=C(c1ccco1)N1CCN(C(=O)c2ccccc2OCc2ccccc2)CC1 | -0.3 | -2.2 | 0.5 | -1.0 | 0.6 | 0.4 | -3.4
CC(C)NC(=O)Nc1ccc2c(c1)C(=O)N(C)[C@@H]1CC[C@H](CC(=O)NCC(F)(F)F)O[C@@H]1CO2 | 2.7 | · | · | 10.5 | -4.1 | 23.3[16.7 µM] | 54.5
O=C(COc1ccc(Br)cc1)Nc1ccc(NC(=O)c2ccccc2)cc1 | · | -2.8 | 9.5 | · | -0.6 | -1.7 | 0.3
CCOC(=O)CC1C(=O)NCCN1S(=O)(=O)c1cc(Cl)c(Cl)cc1Cl (configuration not stated) | 7.2 | · | · | 11.0 | -0.5 | 12.2 | 8.0
COc1ccc(C2NC(=S)NC3=C2CCc2ccccc23)cc1OC (configuration not stated) | · | · | · | · | 2.8 | -7.3 | -1.9
O=C(O)CCC(=O)Nc1nc2ccc([N+](=O)[O-])cc2s1 | · | 11.7 | -4.0 | · | -5.9 | · | ·
C[C@@H]1CCCCO[C@@H](CN(C)Cc2ccncc2)[C@H](C)CN([C@@H](C)CO)C(=O)c2cc(NC(=O)C3CCCCC3)ccc2O1 | -4.6 | 3.0 | -4.1 | 2.4 | -8.9 | -10.9[16.7 µM] | 0.6
CC(C)CC#Cc1ccc2c(c1)O[C@H](CN(C)Cc1cccnc1)[C@H](C)CN([C@@H](C)CO)S2(=O)=O | -3.1 | 9.1 | -3.5 | -28.4 | 7.1 | -10.4[16.7 µM] | 3.1
CN(CC(=O)Nc1ccc(Cl)c(C(F)(F)F)c1)C(=O)Cc1cccs1 | 10.4 | -2.2 | -10.1 | 4.7 | -2.8 | 0.2 | 6.0
Cc1ccc(C)c(NC(=O)C2CC(Cl)=CCC2C(=O)O)c1 (configuration not stated) | · | · | · | · | 16.7 | 1.6 | 0.0
Cc1ccc(CN2C(=O)C(Cc3ccccc3)Nc3ncnc(N4CCOCC4)c32)cc1 (configuration not stated) | -3.3 | -3.5 | -1.2 | 4.7 | · | -4.9 | 1.7
CN(C(=O)c1ccccc1C(=O)OCC(=O)NCc1cccs1)C1CCCCC1 | 7.9 | -0.4 | 3.6 | -7.6 | -5.1 | -1.7 | -2.0
COc1ccc(Cc2nc3ccc(C(=O)NCCSC)cc3o2)cc1 | 27.6 | -6.5 | 2.3 | -2.1 | -1.9 | -0.7 | -0.5
CCC(C(=O)N/N=C(\C)c1cccnc1)c1ccccc1 (configuration not stated) | -3.5 | -3.1 | -1.6 | 0.4 | -16.1 | 4.0 | -2.1
N#CCCN(C(=O)Nc1ccccc1)C1CCCCC1 | -2.4 | · | -3.5 | 0.9 | -11.3 | -10.5 | 0.1
COc1ccccc1NC(=O)C1CCCN(C(=O)NCc2ccccc2)C1 (configuration not stated) | -2.5 | -6.4 | -6.0 | -35.3 | -4.6 | -0.2 | -0.5
COc1ccc(S(=O)(=O)N2CCCOC2CNC(=O)C(=O)NCCc2ccco2)cc1C (configuration not stated) | 7.2 | -10.7 | -2.2 | -4.5 | 0.2 | -5.2 | -1.5
C[C@H](CO)N1C[C@H](C)[C@@H](CN(C)C)OCCCC[C@H](C)Oc2ccc(NC(=O)CCC(F)(F)F)cc2C1=O | 0.2 | · | -1.6 | 25.2 | · | 5.9[16.7 µM] | -4.6
CCCCNC(=O)C1CC(c2ccc(C(F)(F)F)cc2)=NO1 (configuration not stated) | 6.9 | 0.7 | 2.2 | -16.1 | -6.2 | -1.8 | 0.4
COc1ccc(C2(C(=O)Nc3ccc(C(=O)N4CCOCC4)cc3)CCOCC2)cc1 | -3.1 | · | · | -11.1 | -0.7 | 13.6 | -0.3
Cc1nc2ccc(N)cc2c(=O)n1Cc1ccc(Cl)cc1 | 26.9 | · | · | -7.8 | · | -7.7 | -1.9
COc1cc(CN2CCNC(=O)C2CC(=O)N(C)CCCN2CCOCC2)cc(OC)c1 (configuration not stated) | -9.5 | 0.5 | 9.8 | 7.5 | 1.6 | 3.1 | -0.2

Overlap with the part before: 2 entries; new compounds follow.
SMILES | esBAF inh | SIRT5 inh | ERp5 inh | Statin myotox sup | ARNT TACC3 PPI | miR122 inh | Cneo AK release
Cc1nc2ccc(N)cc2c(=O)n1Cc1ccc(Cl)cc1 | 26.9 | · | · | -7.8 | · | -7.7 | -1.9
COc1cc(CN2CCNC(=O)C2CC(=O)N(C)CCCN2CCOCC2)cc(OC)c1 (configuration not stated) | -9.5 | 0.5 | 9.8 | 7.5 | 1.6 | 3.1 | -0.2
CO[C@@H]1CN(C)C(=O)c2ccc(NC(C)=O)cc2OC[C@@H](C)N(Cc2ccccc2F)C[C@H]1C | -2.0 | 5.7 | -0.7 | 10.6 | -0.3 | · | 0.9
CCCn1c(=O)c2ccccc2n2c(SCC(=O)c3ccc(CC)cc3)nnc12 | -7.4 | · | · | · | -5.2 | 4.4 | 1.1
O=C(c1cccc([N+](=O)[O-])c1)N1CCN(C/C=C/c2ccccc2)CC1 | 4.5 | -1.1 | -10.9 | 7.9 | 0.7 | · | ·
O=C(NCc1ccccc1)c1cc(C2CCCCN2C(=O)c2ccccc2)on1 (configuration not stated) | 3.3 | -1.0 | 1.3 | -8.9 | · | -2.8 | -0.5
COc1cc(S(=O)(=O)N2CCCCCC2)ccc1-n1cnnn1 | 1.2 | -1.4 | -1.4 | 15.3 | -0.2 | · | 1.0
CC(C)(C)c1ccc(-n2ncc3c2CCCC3NC(=O)CN2CCOC2=O)cc1 (configuration not stated) | 3.9 | -1.4 | 5.4 | -12.1 | -1.6 | -2.0 | 0.0
CC(C)(C)[C@@H]1C=C(C(=O)O)[C@H](c2ccc(Cl)cc2)N1S(=O)(=O)c1ccccc1 | 7.2 | -8.5 | 4.8 | -12.8 | -7.4 | -1.4 | 2.1
O=C(COC(=O)C1CCN(S(=O)(=O)c2ccccc2)CC1)NCCc1ccccc1 | 1.7 | 1.5 | 3.7 | 5.2 | 2.1 | · | -0.9
CC(NC(=O)C12CC3(C)CC(C)(CC(C)(C3)C1)C2)C(=O)O (configuration not stated) | -3.2 | -1.4 | 1.2 | 2.2 | 6.3 | 2.0 | ·
Cc1noc(C)c1S(=O)(=O)N(C)C[C@H]1Oc2ccc(N(C)C)cc2CC(=O)N([C@H](C)CO)C[C@@H]1C | -2.1 | 0.8 | -0.9 | -20.8 | 5.6 | -2.3[16.7 µM] | -4.0
CCn1c(-c2ccc(C(C)(C)C)cc2)n[nH]c1=S | 21.5 | · | · | 12.2 | -3.2 | -0.1 | 56.2
COc1ccc(N2C(=O)N3[C@H](c4ccc(Cl)cc4)[C@@H]4C(=O)N(C5CCCCC5)C(=O)[C@@H]4[C@]3(C)C2=O)cc1 | 12.8 | · | -2.6 | 30.1 | -2.7 | 0.1 | -0.3
O=C(Nc1ccc2c(c1)[C@@H]1C[C@H](CC(=O)N3CCCCC3)O[C@@H](CO)[C@@H]1O2)c1ccc2c(c1)OCO2 | 19.1 | 4.6 | 1.4 | -1.0 | 4.3 | 3.2[16.7 µM] | 0.6
O=C(O)c1c[nH]c2nccnc12 | -6.9 | -2.6 | -2.5 | 2.6 | · | -6.9 | -0.9
